Source: PubChem BioAssay
PREPL inh: human PREPL enzyme inhibition; Q4J6C6; recombinant PREPL, fluorescence polarization activity-based probe; AID 2751; actives 0.68% (n = 320,000); inhibition, % at 5.96 µM; in the data active means inhibition above about 43%;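 further: 0% = enzyme with DMSO and 100% = wells lacking enzyme; many of its hits are not listed in these tables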
Target sequence (Q4J6C6 whole entry, looked up): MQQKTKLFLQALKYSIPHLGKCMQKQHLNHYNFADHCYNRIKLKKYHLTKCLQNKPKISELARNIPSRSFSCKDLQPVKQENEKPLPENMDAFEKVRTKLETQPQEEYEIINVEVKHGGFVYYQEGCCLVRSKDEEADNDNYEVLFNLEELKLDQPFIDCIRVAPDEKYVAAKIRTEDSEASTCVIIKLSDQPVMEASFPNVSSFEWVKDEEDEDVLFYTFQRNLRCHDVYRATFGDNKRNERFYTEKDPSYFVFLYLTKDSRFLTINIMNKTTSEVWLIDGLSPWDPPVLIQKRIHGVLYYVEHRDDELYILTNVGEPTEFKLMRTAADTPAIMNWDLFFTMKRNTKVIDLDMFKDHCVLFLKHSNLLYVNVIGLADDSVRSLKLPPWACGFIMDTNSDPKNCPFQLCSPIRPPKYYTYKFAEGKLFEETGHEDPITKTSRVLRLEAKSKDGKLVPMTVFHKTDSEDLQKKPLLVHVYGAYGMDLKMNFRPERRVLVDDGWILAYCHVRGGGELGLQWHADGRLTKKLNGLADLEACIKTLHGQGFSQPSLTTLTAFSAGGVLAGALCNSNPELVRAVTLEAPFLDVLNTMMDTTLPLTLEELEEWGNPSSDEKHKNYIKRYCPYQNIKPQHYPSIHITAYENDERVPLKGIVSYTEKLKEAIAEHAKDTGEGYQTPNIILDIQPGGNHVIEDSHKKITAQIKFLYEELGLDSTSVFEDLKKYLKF
PAD4 inh: blocks human protein arginine deiminase 4; recombinant PAD4, RCA probe fluorescence polarization; inhibition, % at 6.36 µM; actives 0.41% (n = 330,000); AID 485272; Q9UM07;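 active means percent inhibition above a cutoff equal to the mean of all tested compounds plus 3 SD, cut at about 15% in these data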;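 further: 0% = PAD4 with RCA probe and DMSO and 100% = probe without PAD4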
GSTO1 counter: counter-screen for RBBP9 inhibitors: inhibitors of human GSTO1; recombinant GSTO1, activity-based probe fluorescence polarization; actives 1.1% (n = 300,000); P78417; inhibition, % at 5.96 µM;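 active means inhibition above the campaign mean inhibition plus 3 SD, cut at about 35% in these data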;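 further: 0% = GSTO1-1 with DMSO and 100% = wells lacking GSTO1-1 enzyme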
LYPLA1 counter: blocks human lysophospholipase 1, a PME1 counter-screen. AID 2174. recombinant LYPLA1, FP-Rh probe fluorescence polarization. actives 0.16% (n = 320,000). O75608. inhibition, % at 5.9 µM;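 active means inhibition above the mean of all tested compounds plus 3 SD, set per campaign, cut at about 14% in these data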;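 further: inhibitors block serine hydrolase probe labeling of LYPLA1 so polarization falls; 0% = enzyme with DMSO and 100% = wells lacking LYPLA1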
LYPLA2 inh: blocks human lysophospholipase 2, a PME1 counter-screen; recombinant LYPLA2, FP-Rh probe fluorescence polarization; AID 2177; inhibition, % at 5.9 µM; O95372; actives 0.38% (n = 320,000);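 active means inhibition above the screen-wide mean plus 3 SD, limit set per campaign, cut at about 26% in these data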;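 further: 0% = LYPLA2 with DMSO and 100% = wells lacking LYPLA2 enzyme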
pPAFAH FP inh: inhibitors of human plasma PAF acetylhydrolase (pPAFAH); Q13093; recombinant pPAFAH, FP-rhodamine probe fluorescence polarization; inhibition, % at 3.39 µM; actives 1.5% (n = 330,000); AID 463082;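 active means inhibition above the mean inhibition across the screen plus 3 SD, cut at about 25% in these data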;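 further: inhibitors block binding of the rhodamine activity-based probe so polarization drops; 0% = enzyme with DMSO and 100% = wells lacking pPAFAH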
PAFAH1B2 inh: blocks human PAF acetylhydrolase 1b catalytic subunit 2; recombinant PAFAH1B2, FP-rhodamine activity probe, fluorescence polarization; AID 492953; actives 1.2% (n = 340,000); inhibition, % at 3.39 µM;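 active means inhibition above the mean of all tested compounds plus 3 SD, cut at about 24% in these data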;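 further: 0% = enzyme with DMSO and 100% = wells lacking PAFAH1B2; many of its hits are not listed in these tables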
Target sequence (P68402 whole entry, looked up): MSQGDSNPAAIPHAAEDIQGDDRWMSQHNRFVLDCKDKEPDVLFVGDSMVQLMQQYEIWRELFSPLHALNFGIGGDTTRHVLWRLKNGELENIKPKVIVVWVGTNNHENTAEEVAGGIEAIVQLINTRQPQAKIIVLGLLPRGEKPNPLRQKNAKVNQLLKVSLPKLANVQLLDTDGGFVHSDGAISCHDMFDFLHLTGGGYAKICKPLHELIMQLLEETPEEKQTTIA
PAFAH1B3 FP inh: blocks human PAF acetylhydrolase 1B catalytic subunit 3; Q15102; recombinant PAFAH1B3, FP-rhodamine probe, fluorescence polarization; inhibition, % at 3.39 µM; actives 0.28% (n = 340,000); AID 492972;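 active means inhibition above the screen-wide average of all tested compounds plus 3 SD, cut at about 25% in these data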;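 further: 0% = enzyme with DMSO only and 100% = wells lacking PAFAH1B3 protein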
PME-1 inh: blocks human protein phosphatase methylesterase 1. inhibition, % at 5.9 µM. actives 0.53% (n = 320,000). AID 2130. Q9Y570. recombinant PME-1, FP-Rh probe fluorescence polarization;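 active means inhibition above the campaign mean of all compounds plus 3 SD, cut at about 26% in these data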;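 further: competitive labeling of PME-1 active site by serine hydrolase directed probe; 0% = PME-1 with DMSO and 100% = wells lacking PME-1 enzyme; inhibitors block probe labeling so polarization falls and inhibition rises; many of its hits are not listed in these tables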
* = called active by the depositor; . = no result given.

SMILES	PREPL inh	PAD4 inh	GSTO1 counter	LYPLA1 counter	LYPLA2 inh	pPAFAH FP inh	PAFAH1B2 inh	PAFAH1B3 FP inh	PME-1 inh
Cc1nc2nc(-c3cccnc3)[nH]n2c(=O)c1C	2	-2	9	-6	-13	-2	-1	3	3
CCOc1cc(CNn2cnnc2)cc(Cl)c1OCC(=O)NC(C)(C)C	3	-1	9	-1	-2	0	-1	0	-7
COc1ccc(-c2nnc(SCC#N)o2)cc1	17	0	-3	-4	1	2	2	2	-2
CCCN(CC(=O)Nc1ccc(F)c(F)c1F)Cc1cc(=O)n2ccsc2n1	-1	0	5	0	4	15	4	1	4
C=C(C)COc1ccc(-c2ncncc2-c2ccc(OC)cc2)c(O)c1	-21	-2	10	-4	-2	2	3	-7	-2
CN(c1cccc(NS(=O)(=O)c2cccs2)c1)S(C)(=O)=O	4	-5	1	-1	-2	3	-2	3	-4
CCOc1ccc(NC(=S)NNC(=S)Nc2cccc(C(F)(F)F)c2)cc1	19	-2	0	-5	2	19	13	8	12
O=C(Nc1ccccc1F)c1cc(C(=O)Nc2ccccc2F)cc([N+](=O)[O-])c1	1	1	1	-1	5	6	4	8	10
COC(=O)c1ccc(N2CCN(C)CC2)c(NC(=O)c2sc3ccccc3c2Cl)c1	-12	-3	1	1	4	-7	0	3	-3
O=C(NC(=S)NCC1CCCO1)c1cccs1 (stereo unspecified)	4	-4	4	-1	5	-8	-3	3	-11
N/C(=N\c1nc2ccccc2o1)NC(=O)C(Cc1ccccc1)N1C(=O)c2ccccc2C1=O (stereo unspecified)	34	0	2	-11	-10	-5	-4	-9	-9
O=C1/C(=C\c2ccncc2)SC(=S)N1C1CCCCC1	12	-3	2	1	-2	3	-5	11	4
COc1ccc(/C=N/NC(=O)c2cccc(Br)c2)cc1Cn1cc(Cl)cn1	-56	0	1	-14	-8	-4	7	-5	0
Cc1c(CCC(=O)NCCCn2ccnc2)c(=O)oc2cc3oc4c(c3cc12)CCCC4	36	-5	-11	1	8	1	-4	11	3
Cc1ccc(C)c(N2CCN(C(=S)Nc3ccc4nc(N5CCOCC5)cc(C)c4c3)CC2)c1	54*	-7	2	-6	5	4	-6	6	6
Cc1ccc(S(=O)(=O)N2CCN(c3ccc([N+](=O)[O-])c(Sc4nncn4C)c3)CC2)cc1	10	4	0	-2	-1	3	3	3	5
CC(C)c1nnc(NC(=O)c2ccc3c(c2)OCO3)s1	-5	0	13	1	1	2	0	11	3
COCCNC(=O)CNC(=S)N(Cc1ccccc1)Cc1cccnc1	20	5	-8	3	2	0	3	6	-2
CC(OC(=O)CCCC(=O)Nc1ccccc1)C(=O)c1ccccc1 (stereo unspecified)	-2	1	-1	2	5	4	0	-5	-4
CCOC(=O)C1CCCN(c2c(Nc3cc(C)cc(C)c3)c(=O)c2=O)C1 (stereo unspecified)	16	0	4	2	5	5	1	-4	4
CC(=O)Nc1ccccc1C(=O)N1CCN(Cc2ccc3c(c2)OCO3)CC1	7	-5	3	-6	-1	5	0	3	0
CC1OC23CCCCC2C(C#N)(C(=N)O3)C1(C#N)C#N (stereo unspecified)	3	3	-9	-1	-6	3	11	14	-2
CCOc1cc(C2NC(=O)NC(c3ccccc3)=C2C(C)=O)ccc1OCC(N)=O (stereo unspecified)	1	-1	-2	1	0	-2	5	7	4
CCOCCOCCC(C(=O)O)P(=O)(c1ccccc1)c1ccccc1 (stereo unspecified)	17	2	-6	1	8	-2	-1	0	3
CN(C)S(=O)(=O)c1cccc(-c2nnc(SCc3cc(Cl)cc4c3OCOC4)n2N)c1	-3	2	4	0	-1	4	-2	-3	9
O=C(NCCNC(=O)c1cccs1)c1ccco1	3	2	6	-1	-4	0	1	0	-9
Cc1cccc2cc(CN(Cc3nnnn3C3CCCCC3)C3CCCC3)c3nnnn3c12	-6	1	6	-1	2	-4	-9	2	-2
N#CCCC1CCCC=C1N(Cc1ccccc1)C(=O)C(Cl)Cl (stereo unspecified)	0	-2	9	1	-5	1	.	.	-1
C/C(=N/NC(=O)c1ccc(C(C)(C)C)cc1)c1ccccn1	7	6	12	-1	-3	0	9	5	-2
CC(=O)Nc1nnc(SCC(=O)c2ccc3c(c2)Cc2ccccc2-3)s1	-20	-5	1	-5	-19	-2	-2	-5	-12
O=C(c1cc2cc([N+](=O)[O-])ccc2oc1=O)N1CCOCC1	-6	-2	3	-2	3	-3	6	11	1
O=C(O)c1c[nH]c(=O)c2ccccc12	2	-5	-1	1	4	5	1	4	0
C=C1CCC2[C@](C)(CO)[C@H](O)CC[C@@]2(C)[C@@H]1/C=C/C1=CCOC1=O (stereo partly specified)	-18	1	2	2	-3	3	3	1	1
COc1ccc(C2C(C#N)=C(N)Oc3cc(N)ccc32)cc1OC (stereo unspecified)	17	-4	3	-4	-3	26*	1	2	-3
CCCCN1C(=O)CC(N2CCOCC2)C1=O (stereo unspecified)	12	-3	0	1	4	-1	0	11	-3
COc1cccc(NC(=O)CN(C)C(=O)CCNC(=O)c2ccccc2Cl)c1	3	1	.	0	4	3	-3	6	-1
C/C(CC(=O)Nc1cccc(C(F)(F)F)c1)=N\NC(=O)c1cnccn1	-2	0	-5	-3	-4	5	-2	4	1
CC1CCN(C(=O)Cn2ncc3c4ccccc4n(C)c3c2=O)CC1	0	-2	6	0	-1	2	6	9	-3
COc1ccc(C(CNC(=O)c2cccc(S(=O)(=O)N3CCCCC3)c2)N2CCCC2)cc1 (stereo unspecified)	1	-5	.	-2	-2	3	-3	0	-2
CCN(CC(=O)Nc1cc(Cl)ccc1OC)CC(=O)NC1CCS(=O)(=O)C1 (stereo unspecified)	-7	-3	4	2	3	1	3	7	-3

Quoted at random: three records from the list
SMILES	PREPL inh	PAD4 inh	GSTO1 counter	LYPLA1 counter	LYPLA2 inh	pPAFAH FP inh	PAFAH1B2 inh	PAFAH1B3 FP inh	PME-1 inh
CCOCCOCCC(C(=O)O)P(=O)(c1ccccc1)c1ccccc1 (stereo unspecified)	17	2	-6	1	8	-2	-1	0	3
C/C(=N/NC(=O)c1ccc(C(C)(C)C)cc1)c1ccccn1	7	6	12	-1	-3	0	9	5	-2
COc1ccc(C(CNC(=O)c2cccc(S(=O)(=O)N3CCCCC3)c2)N2CCCC2)cc1 (stereo unspecified)	1	-5	.	-2	-2	3	-3	0	-2

3 compounds from above, limited to PAD4 inh and PREPL inh.
SMILES | PAD4 inh | PREPL inh
C/C(=N/NC(=O)c1ccc(C(C)(C)C)cc1)c1ccccn1 | 6 | 7
COc1ccc(C(CNC(=O)c2cccc(S(=O)(=O)N3CCCCC3)c2)N2CCCC2)cc1 (stereo unspecified) | -5 | 1
CCN(CC(=O)Nc1cc(Cl)ccc1OC)CC(=O)NC1CCS(=O)(=O)C1 (stereo unspecified) | -3 | -7

New compounds follow.
SMILES	PREPL inh	PAD4 inh	GSTO1 counter	LYPLA1 counter	LYPLA2 inh	pPAFAH FP inh	PAFAH1B2 inh	PAFAH1B3 FP inh	PME-1 inh
O=C(Nc1ccccc1F)NC1CCCCCCC1	-1	5	1	2	7	2	8	5	5
Cc1ccc(-c2onc3ccc(Cl)cc23)cc1	2	-3	1	-3	-8	0	3	-1	-1
C/C(=N/Nc1ncc(Br)cn1)c1ccc([N+](=O)[O-])cc1	16	-2	2	0	4	6	5	-5	0
CCCCN1CC[C@H]2C=CC[C@@H](C(=O)Nc3ccc(Cl)c(C(F)(F)F)c3)[C@H]2C1=O	8	-1	-5	-1	-15	0	-6	-4	2
CCOC(=O)N1CCN(C(=O)c2csc3c2CCCCC3)CC1	3	-3	3	1	8	1	5	8	2
S=c1ccc2ccccc2[nH]1	-4	-1	5	3	8	5	5	2	1
Cc1ccc(C(=O)C2=C(O)C(=O)N(CC3CCCO3)C2c2ccccc2F)o1 (stereo unspecified)	-11	-2	3	1	0	0	1	6	7
NNC(=O)Cn1c(-c2ccccc2)cc(=O)n2ncnc12	-76	-2	-1	-2	8	4	4	-7	0
CCOC(=O)CCSc1nnc(-c2cccnc2)n1-c1ccccc1OC	0	-4	-1	1	3	1	-2	-1	0
O=C(COC(=O)CCc1nc2ccccc2c(=O)[nH]1)NC(c1ccccc1)c1ccccc1	6	-3	4	-14	-19	-1	0	8	-18
O=[N+]([O-])c1ccc(-n2nnnc2CN2CCCCC2)cc1	3	1	1	-1	-5	7	0	7	-3
COc1ccc(CNC(=O)c2ccc(C(C)C)cc2)cc1	-15	2	0	3	2	-1	2	9	2
CCCCN(CC)CCCNC(=S)Nc1ccc2nc3n(c(=O)c2c1)CCCCC3	7	-5	1	1	4	-3	1	1	0
Cc1cc(C)c(OCCN2CC(C)OC(C)C2)c(Br)c1 (stereo unspecified)	5	0	3	1	5	2	-4	-1	-1
Cn1c(N)c(C(=O)COC(=O)/C=C/c2ccccc2F)c(=O)n(C)c1=O	32	-2	.	.	.	7	4	14	.
O=C(CCNc1ccc(F)cc1)c1cc2ccccc2o1	13	-9	-4	1	6	-2	3	11	6
CC1(C)CC(=O)C(C(C2=C(O)CC(C)(C)CC2=O)c2ccc(Br)s2)C(=O)C1 (stereo unspecified)	12	2	7	1	6	2	6	4	-2
O=C(c1cccc2ccccc12)n1nnc2ccccc21	0	3	5	-3	-4	2	.	.	-1
COCCNC(=O)Cn1cnc2sc(C)c(S(=O)(=O)N3CCN(c4ccccc4OC)CC3)c2c1=O	-6	-2	8	3	-1	0	1	0	-2
CCN1CCN(c2cc(=O)n(Cc3ccc(F)cc3)c(=O)[nH]2)CC1	12	5	5	1	1	-3	-1	11	-2

Single values from the list:
`Cc1cccc2cc(CN(Cc3nnnn3C3CCCCC3)C3CCCC3)c3nnnn3c12` in PME-1 inh shows -2
`CCCCN(CC)CCCNC(=S)Nc1ccc2nc3n(c(=O)c2c1)CCCCC3` in PME-1 inh shows 0
`CCCCN1C(=O)CC(N2CCOCC2)C1=O` (stereo unspecified) in PME-1 inh shows -3
`COc1ccc(-c2nnc(SCC#N)o2)cc1` in LYPLA2 inh shows 1

More results:
SMILES	PREPL inh	PAD4 inh	GSTO1 counter	LYPLA1 counter	LYPLA2 inh	pPAFAH FP inh	PAFAH1B2 inh	PAFAH1B3 FP inh	PME-1 inh
Cc1ccccc1CC1(CO)CCCN(C(=O)c2ccc(F)cc2)C1 (stereo unspecified)	9	-4	6	-3	-2	-2	0	14	2
COC(=O)Nc1snnc1C	-1	-4	0	-3	-3	0	-6	-5	-4
COc1ccc(NC(=O)/C=C/c2cc(OC)c(OC)c(OC)c2)cn1	15	-4	-2	-1	-9	-2	-2	-1	-5
Cc1cc(C)n(-c2cc(C(C)(C)C)nc3c(-c4ccccc4)cnn23)n1	-1	3	1	-3	1	-4	5	9	1

The list is partial. The share of hits here may be higher or lower than overall.
